# Rpn11 block = Rpn11 (PSMD14) deubiquitinase inhibitors, primary screen, biochemical, fluorescence polarization, uHTS | calls only at 20 µM | human 26S proteasome, Ub4-pepOG fluorescence polarization; 20S core pre-blocked with epoxomicin | 0.59% of 360,000 active;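 active means inhibition at 20 µM, scaled to each plate's controls, above about 33%, limit read from the data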
# DNMT1 block = human DNMT1 methyltransferase inhibitors, primary screen, biochemical, molecular beacon, fluorescence, HinP1I cleavage, uHTS; DNA (cytosine-5)-methyltransferase 1 (Homo sapiens), P26358; inhibition (reported as % activation of signal), % at 10 µM; 0.83% of 360,000 active; in the data active means inhibition above about 50%
# CSN inh = inhibitors of CSN-mediated cullin deneddylation, primary screen, biochemical, fluorescence polarization, uHTS; AID 651999, 2013; COP9 signalosome complex subunit 5 (Homo sapiens), Q92905; inhibition, % at 12.5 µM; Purified CSN, SCF-Nedd8-OG deneddylation; 0.38% of 360,000 active;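 active means pattern-corrected inhibition above about 35%, with an unprinted fluorescence ratio check between 0.5 and 1.5, limit read from the data, passing the limit was not always enough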;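 further: 0% = enzyme with substrate and 100% = substrate without enzyme; some results filed as inactive read as strong as hits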
# Target sequence (Q92905 whole entry, looked up, one chain of several): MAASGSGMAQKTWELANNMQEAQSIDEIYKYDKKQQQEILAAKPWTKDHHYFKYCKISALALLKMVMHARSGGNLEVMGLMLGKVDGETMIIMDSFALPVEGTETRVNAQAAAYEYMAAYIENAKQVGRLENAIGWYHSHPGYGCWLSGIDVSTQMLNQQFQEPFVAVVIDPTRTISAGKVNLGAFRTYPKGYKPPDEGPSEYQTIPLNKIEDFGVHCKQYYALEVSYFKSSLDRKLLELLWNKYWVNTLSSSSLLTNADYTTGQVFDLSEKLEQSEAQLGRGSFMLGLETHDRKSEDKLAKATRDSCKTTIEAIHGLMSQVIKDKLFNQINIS
#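 Assay system: purified human Csn5 enzyme expressed in HEK293T cells; Input: 0.24 nM Csn5 enzyme, final concentration; Reagent: 10 nM SCFSkp2-Nedd8OG; Compound dosing: 12.5 µM single point; Times: reaction 90 min, room temperature; Technique: fluorescence polarization readout.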
# STEP inh = STEP phosphatase inhibitors, primary screen, biochemical, fluorescence intensity, uHTS. Tyrosine-protein phosphatase non-receptor type 5 (Homo sapiens), P54829. recombinant STEP, OMFP fluorogenic substrate. inhibition, % at 20 µM. 0.25% of 360,000 active. AID 588621, 2011;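 active means inhibition at 20 µM, scaled per plate between control wells, above about 37%, limit read from the data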;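 further: 0% = DMSO with enzyme and substrate and 100% = substrate only without enzyme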
#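 Measure: Control-normalized % inhibition with plate pattern correction | Test system: STEP phosphatase, cell-free reaction | Medium: pH 6.0 Bis-Tris with DTT and Tween 20 | Technique: Fluorescence, 480/540 nm | Times: Reaction 20 min, ambient temperature | Doses: Single compound dose of 20 µM, 1% DMSO final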
# SUMO1-SIM PPI = modulators of SUMO1 protein-protein interactions, primary screen, biochemical, uHTS; inhibition, % at 20 µM; SUMO1 binding to a labelled peptide, TR-FRET, 1 h; AID 602429, 2012; 0.33% of 360,000 active; Small ubiquitin-related modifier 1 (Homo sapiens), P63165; in the data active means inhibition above about 37%
# Target sequence (P63165 whole entry, looked up): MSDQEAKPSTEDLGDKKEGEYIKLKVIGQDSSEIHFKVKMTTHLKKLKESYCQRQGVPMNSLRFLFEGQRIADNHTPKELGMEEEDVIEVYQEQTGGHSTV
# LMPTP block = LMPTP phosphatase inhibitors, primary screen, biochemical, fluorescence intensity, uHTS. Low molecular weight phosphotyrosine protein phosphatase (Homo sapiens), P24666. recombinant LMPTP-A, OMFP fluorogenic substrate. inhibition, % at 20 µM. 0.22% of 360,000 active. AID 651560, 2012;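 active means compounds that cut the enzyme signal by at least half of the control window in the single-dose screen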;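 further: plate controls were DMSO wells with enzyme plus substrate for no effect and substrate without enzyme for full effect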
# Target sequence (P24666 whole entry, looked up): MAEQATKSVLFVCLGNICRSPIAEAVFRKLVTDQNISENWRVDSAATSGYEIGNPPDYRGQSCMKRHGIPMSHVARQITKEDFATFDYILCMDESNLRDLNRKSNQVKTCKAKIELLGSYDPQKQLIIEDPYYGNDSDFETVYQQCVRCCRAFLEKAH
#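 Assay system: LMPTP-A phosphatase enzyme | Input: 0.625 nM enzyme | Also added: Fluorogenic phosphatase substrate OMFP at 400 µM final | Compound dosing: One test concentration per compound, 20 µM, with 3% DMSO overall | Schedule: 50 min enzyme reaction at room temperature, protected from light | Signal: Fluorescence intensity | Benchmarks: no-enzyme and uninhibited controls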
# NadD block = inhibitors of S. aureus NadD, primary screen, biochemical, colorimetric, uHTS; Nicotinate-nucleotide adenylyltransferase NadD (Staphylococcus aureus N315); purified NadD enzyme, colorimetric absorbance read-out; inhibition, % at 20 µM; 0.78% of 360,000 active; in the data active means inhibition above about 26%; further: some compounds past the cut are filed as inactive
# TbMetRS inhib = T. brucei MetRS inhibitors, primary screen, biochemical, luminescence; methionyl-tRNA synthetase (Trypanosoma brucei brucei); 0.4% of 360,000 active; purified T. brucei MetRS, ATP depletion, Kinase-Glo luminescence; inhibition, % at 11.9 µM;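 active means inhibition above a per-plate cutoff of the control wells' mean inhibition plus 3 SD, cut at about 5.5% in these data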;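 further: 0% = DMSO wells median and 100% = median of wells with control inhibitor compound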
#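 Test system – parasite MetRS enzyme · Reagent – substrates ATP, L-methionine and bulk Escherichia coli tRNA · Doses – 11.9 µM compound single dose, 0.9% DMSO · Times – 15 min enzyme-compound preincubation, 2 h reaction, 10 min detection, 25 °C · Signal – Kinase-Glo luminescence, ATP depletion format · Controls – DMSO-only wells as low control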
# MsrA inhibitor = bovine MsrA enzyme inhibitors, primary screen, biochemical, absorbance, HTS | 0.75% of 360,000 active | inhibition, % at 15.5 µM | purified bovine MsrA, absorbance read-out | Methionine sulfoxide reductase A (Bos taurus); in the data active means inhibition above about 4.5%;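 further: 0% = vehicle wells with enzyme and 100% = reference inhibitor wells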
# Scp1 inh = Scp-1 phosphatase inhibitors, primary screen, biochemical, colorimetric, uHTS | Carboxy-terminal domain RNA polymerase II polypeptide A small phosphatase 1 (Homo … | Recombinant Scp1, phosphopeptide, malachite green phosphate absorbance | 0.88% of 340,000 active | inhibition, % at 20 µM;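 active means inhibition above about 50% at 20 µM, limit read from the data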;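 further: plate controls were DMSO wells with enzyme for no effect and wells lacking enzyme for full effect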
# Target sequence (Q9GZU7 76-261 limits assumed): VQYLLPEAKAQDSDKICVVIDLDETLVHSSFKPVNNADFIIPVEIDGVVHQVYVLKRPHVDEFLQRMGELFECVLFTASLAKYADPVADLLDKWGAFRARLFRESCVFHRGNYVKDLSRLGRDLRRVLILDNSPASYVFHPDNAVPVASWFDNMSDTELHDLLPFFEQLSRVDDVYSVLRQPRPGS
#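 Times: enzyme reaction 45 min at room temperature, colour 5 min, stabilisation 30 min. Material: SCP-1 catalytic fragment, aa 76-261. Medium: Acidic Tris acetate buffer with magnesium and detergent. Signal: colorimetric free-phosphate detection, absorbance 630 nm. Read-out basis: % inhibition of SCP-1 phosphate liberation. Reagent: Phosphorylated 17-residue peptide substrate.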
# Active calls of the source: *; i = inactive; / = no result given.
SMILES,Rpn11 block,DNMT1 block,CSN inh,STEP inh,SUMO1-SIM PPI,LMPTP block,NadD block,TbMetRS inhib,MsrA inhibitor,Scp1 inh
O=C(O)c1ccc(Cl)c(S(=O)(=O)Nc2ccccc2Cc2ccccc2)c1,i,-1,0,2,6,0.6,-2,0.5,-2.0,-4
CCOc1ccc(C2c3[nH]c4ccccc4c3CCN2Cc2cccn2-c2ncccn2)cc1 (centres undefined),i,-3,3,1,-12,3.9,27,-1.7,-0.2,2
COc1ccc(CCNC(=O)c2cc3c(cc2Cl)N2CCCCCC2=NS3(=O)=O)cc1,i,0,-2,2,4,-0.5,3,-0.1,-1.4,5
COc1ccc2[nH]c(=O)c(CN(Cc3cccs3)C(=S)Nc3cccc(C)c3)cc2c1,i,-3,-5,-1,3,1.0,20,-1.5,0.1,-1
CCn1cc(CN2CCN(C)C(CCO)C2)c2ccccc21 (centres undefined),i,1,-1,-3,-2,-3.8,-1,-0.6,-0.7,-3
CC1CCCCN1CCCNC(=O)c1ccc2nc(N3CCCCC3)sc2c1 (centres undefined),i,-1,6,-1,7,-1.1,-4,0.7,0.3,-3
CCOC(=O)C1=C(C)NC(=O)NC1c1cc(C)sc1C (centres undefined),i,0,-6,-2,1,-0.6,4,-0.6,0.5,-10
CC(C)N(C(=S)Nc1cccc(C(F)(F)F)c1)C(C)c1ccccn1 (centres undefined),i,9,-2,0,1,-1.5,-7,-1.1,1.3,2
CCc1ccc(NC(=O)C(C)OC(=O)/C=C/c2ccc(O)c(OC)c2)cc1 (centres undefined),i,-23,-7,-1,-11,-0.1,-5,-0.3,1.6,-3
CCN1C(=O)[C@@H]2[C@@H](c3ccc(-c4ccc(Cl)c(Cl)c4)cc3)N3CCC[C@@]3(C(=O)OC)[C@@H]2C1=O,i,-19,3,3,0,4.1,1,0.3,0.9,11
Cc1nc(-c2cccc(NC(=O)c3cccc(S(=O)(=O)N4CCCC4)c3)c2)cs1,i,-21,-3,-1,9,7.3,8,0.1,0.4,3
O=C(CN1CCCC1)Nc1ccc(OC(F)(F)F)cc1,i,-2,1,-1,-1,-0.3,-2,0.4,-1.3,-4
O=C(Nc1nnc(S(=O)(=O)N2CCCC2)s1)c1ccccc1Br,i,2,-2,-2,6,0.6,3,-0.9,0.5,-9
O=C(NCCc1ccc(F)cc1)c1ccc(Cl)c(S(=O)(=O)N2CCOCC2)c1,i,24,-3,10,6,8.8,-3,-0.2,1.3,29
CC1(c2nnc(Cc3ccccc3)o2)CC(c2cccc(Cl)c2)=NO1 (centres undefined),i,-3,-4,3,-2,1.9,-8,-0.2,-0.4,-4
COc1cc(CC(=O)OCC(=O)Nc2ccccc2C#N)cc(OC)c1OC,i,0,-2,4,2,-0.7,-7,-0.3,-0.1,-5
COc1cccc(CNC(=O)c2ccc(C3SCCS3)cc2)c1,i,7,1,1,4,7.3,-3,0.4,0.5,-8
O=S1(=O)CCN(Cc2cccc(C(F)(F)F)c2)CC1,i,-4,1,-1,7,2.6,-1,0.1,-0.1,0
C=CCC[C@@H](Cc1ccc(F)cc1)C(=O)OCCNC(=O)[C@H](CC=C)CC(=O)NCCO,i,1,-4,0,6,-1.2,-2,0.4,-0.6,-8
CCCCCCSc1ccc([C@@H]2[C@H]3C(=O)N(C)C(=O)[C@H]3[C@]3(C(=O)OC)CCCCN23)cc1,i,-5,1,3,2,2.7,1,-0.1,0.6,-8
O=C(Nc1ccc(Nc2ccccc2)cc1)c1ccccc1F,i,-6,0,-6,2,2.5,-2,0.1,-0.4,0
Cn1ccc2c(-c3ccc(C(N)=O)cc3)cc3c(c21)C1CCC3C1 (centres undefined),i,-3,3,2,-7,1.4,-10,-0.7,0.5,/
O=C(NCc1ccco1)c1cc(-c2ccccc2)c(N2CCOCC2)s1,i,0,1,-3,-4,0.9,-2,0.1,0.5,-6
COC(=O)c1onc(-c2c(Cl)cccc2Cl)c1C(=O)OC,i,-7,3,1,0,3.1,-3,-0.8,0.7,-4
C[C@@H]1CN([C@H](C)CO)C(=O)CCCn2nncc2CO[C@H]1CN(C)Cc1ccc2cccnc2c1,i,3,-4,-3,-7,-0.7,-4,0.6,0.1,/
O=C(NC(=S)N1CCN(c2ccccc2)CC1)c1ccco1,i,-4,2,-5,2,-0.8,6,-0.5,1.9,0
COC(=O)COc1c(/C=C\c2nc(O)c([N+](=O)[O-])c(=O)[nH]2)cccc1OC,i,3,2,-1,-11,-1.4,-3,-1.8,3.3,-8
C[C@H]1CN([C@@H](C)CO)C(=O)c2cc(C#CC3CCCC3)cnc2O[C@H]1CN(C)C(=O)Cc1ccccn1,i,8,0,0,1,-1.6,7,-0.8,-0.6,/
COc1ccc(-c2nc(C3CCCCC3)c3cc(OC)ccc3n2)cc1,i,1,2,0,0,1.7,12,-0.2,0.6,11
CCN(CC)CCNC(=O)c1ccc(-n2c(C)cc3c2CCCC3=O)cc1,i,-1,3,-1,2,0.5,-1,-0.9,0.6,-4
COC(=O)c1ccc(CSc2ncnc3c2oc2ccccc23)o1,i,1,0,1,-46,-1.4,0,-0.4,-0.3,-2
CC(Sc1nnnn1C)C(=O)Nc1nc(-c2ccc(F)c(F)c2)cs1 (centres undefined),i,2,0,3,8,0.7,-4,-0.5,0.6,-6
CC(C)CN1C(=O)c2ccc(NC(=O)Cc3ccccc3)cc2C1=O,i,2,-5,1,2,0.3,-3,-0.1,-0.2,-3
CCN(CC)C(=O)C1=C(C)N(CCCOC)C(=O)C(CC(=O)NCCc2ccccn2)C1 (centres undefined),i,-20,5,3,6,-0.8,-2,-0.9,-0.3,/
CCOC(=O)C1C(=O)CC(C)(O)C(C(=O)OCC)C1c1ccc(NC(C)=O)cc1 (centres undefined),i,2,4,0,0,-0.5,-1,0.4,0.1,-7
CN1C(=O)NC(c2ccccc2)C2=C1CN(Cc1ccco1)C2=O (centres undefined),i,6,2,0,1,-2.1,-1,-0.9,0.7,25
Cc1[nH]c2ccccc2c1/C=N/NC(=O)c1cccc(F)c1,i,-2,5,-4,-1,-0.1,0,-0.8,4.8*,2
O=C(Cc1cccs1)N(Cc1cccs1)C1(C(=O)NC2CCCCC2)CCCCC1,i,0,0,0,-4,1.1,1,-0.6,-1.6,-1
COc1ccc(NC(=O)N2CCCC(c3nc(-c4ccc(F)cc4)no3)C2)cc1 (centres undefined),i,-2,3,-2,0,-1.4,-10,0.6,2.8,-12
Cn1c(=O)oc2cc(S(=O)(=O)N3CCCCC3)ccc21,i,1,-5,-1,8,0.3,-6,-0.6,-0.6,-7
Cc1cccc(NC(=S)c2nc3ccccc3s2)c1,i,-5,-3,0,-18,4.6,2,-1.0,1.7,-14
O=[N+]([O-])c1cccc(/C=N/Nc2ccccn2)c1,i,3,-1,-2,-13,0.8,-5,-0.7,1.5,-2
COC(=O)CCC(=O)c1oc2ccc(Br)cc2c1N,i,1,0,-1,-19,1.7,-1,-1.1,0.9,-2
COc1cc([N+](=O)[O-])ccc1NC(=O)/C=C\C(=O)O,i,0,-3,0,-18,-0.3,-7,-0.8,0.1,-6
O=S(=O)(NCCCc1ccccc1)c1ccccc1,i,0,1,2,3,-2.3,-5,-0.2,-1.0,-16
COc1ccc(CNC(=O)COc2cccnc2[N+](=O)[O-])cc1,i,-1,0,2,-15,-3.0,-4,-0.6,0.9,-7
COc1ccc(C(NC(=O)c2ccc(F)cc2)c2ccccc2)cc1 (centres undefined),i,1,1,-2,2,1.0,-5,-0.8,0.8,-8
COc1ccc(C(CNC(=O)c2cccc(NS(=O)(=O)c3ccc(Br)cc3)c2)N(C)C)cc1 (centres undefined),i,2,1,2,-8,0.0,-8,-0.6,-1.5,-3
Cc1cc(C)c[n+](CC(=O)c2ccc(C)c([N+](=O)[O-])c2)c1,i,1,0,-5,-8,-0.3,-3,0.9,0.5,11
CC1CCN(C(=O)Cn2ncc3c4ccccc4n(C)c3c2=O)CC1,i,-1,-2,4,-3,0.6,-3,0.3,0.0,4

# Single records, as listed above. Order of values: Rpn11 block | DNMT1 block | CSN inh | STEP inh | SUMO1-SIM PPI | LMPTP block | NadD block | TbMetRS inhib | MsrA inhibitor | Scp1 inh
# O=C(O)c1ccc(Cl)c(S(=O)(=O)Nc2ccccc2Cc2ccccc2)c1 as listed: i | -1 | 0 | 2 | 6 | 0.6 | -2 | 0.5 | -2.0 | -4
# O=[N+]([O-])c1cccc(/C=N/Nc2ccccn2)c1 as listed: i | 3 | -1 | -2 | -13 | 0.8 | -5 | -0.7 | 1.5 | -2
# COc1cc(CC(=O)OCC(=O)Nc2ccccc2C#N)cc(OC)c1OC as listed: i | 0 | -2 | 4 | 2 | -0.7 | -7 | -0.3 | -0.1 | -5

# More entries follow:
SMILES,Rpn11 block,DNMT1 block,CSN inh,STEP inh,SUMO1-SIM PPI,LMPTP block,NadD block,TbMetRS inhib,MsrA inhibitor,Scp1 inh
C[C@H](CO)N1C[C@H](C)[C@@H](CN(C)S(=O)(=O)c2cccs2)Oc2ccc(NC(=O)c3ccncc3)cc2C1=O,i,-10,-2,-1,3,-0.7,-1,-0.3,-0.8,0
Cc1cc[n+](-c2ccccc2)c2ccccc12,i,-5,1,5,-27,11,2,0.6,-0.1,-7
COc1cccc(NS(=O)(=O)c2nc3nc(C)cc(C)n3n2)c1,i,0,1,-2,9,-1.6,-6,-0.6,-0.5,-1
Cc1cc(C(=O)COC(=O)Cc2n[nH]c(=O)c3ccccc23)c(C)n1-c1ccc2c(c1)OCO2,i,-9,-6,4,3,-0.3,3,1.1,0.1,-10
Cc1ccccc1OCCN1CCC(Cc2ccccc2)CC1,i,3,-3,0,-4,-1.6,-15,-0.9,-1.9,3
